PPARg SRC3 recr: promotes SRC-3 coactivator recruitment by human PPARgamma; P37231; biochemical PPARgamma/SRC-3 coactivator recruitment assay; activation, % at 8 µM; 200,000 compounds, 0.26% hits; AID 731; in the data active = activation above about 23%;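 also: 0% = DMSO and 100% = reference agonist; some compounds past the cut are filed as inactive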
Target sequence (P37231 whole entry, looked up): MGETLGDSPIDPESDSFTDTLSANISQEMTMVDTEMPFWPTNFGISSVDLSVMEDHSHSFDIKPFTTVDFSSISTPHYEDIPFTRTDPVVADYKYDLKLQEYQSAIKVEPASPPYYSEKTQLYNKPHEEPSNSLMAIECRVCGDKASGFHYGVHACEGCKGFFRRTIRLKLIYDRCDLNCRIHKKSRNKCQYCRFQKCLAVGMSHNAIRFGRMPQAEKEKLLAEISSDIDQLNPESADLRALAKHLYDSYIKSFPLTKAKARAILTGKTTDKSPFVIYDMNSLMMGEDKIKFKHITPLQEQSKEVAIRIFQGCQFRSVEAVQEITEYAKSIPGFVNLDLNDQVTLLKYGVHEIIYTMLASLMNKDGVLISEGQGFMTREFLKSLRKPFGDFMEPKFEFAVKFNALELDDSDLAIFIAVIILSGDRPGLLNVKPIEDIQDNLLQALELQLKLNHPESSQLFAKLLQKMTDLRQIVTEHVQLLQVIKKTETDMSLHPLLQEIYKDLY
TR-FRET SRC-2 ct: flags TR-FRET format artefacts in PPARgamma SRC-2 recruitment agonist screen. TR-FRET artefact counter-screen; hits give high values. TR-FRET ratio at 8 µM. 200,000 compounds, 0.4% hits; in the data active = TR-FRET ratio above about 2000; also: inactives centre near 1500
S1P3 antagonist: S1P3 (human) receptor antagonism; Q99500; CHO S1P3 NFAT-BLA reporter, FRET fluorescence, antagonist mode; inhibition, % at 4.98 µM; 170,000 compounds, 0.27% hits;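 active = inhibition above the plate cutoff, the mean inhibition of test wells on that plate plus 3 SD, cut at about 28% in these data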;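 also: cells challenged with S1P at its EC80 of 0.8 µM; blue over green emission ratio from cleaved BLA substrate after 4 h stimulation; 0% = S1P-stimulated wells and 100% = unstimulated DMSO-only wells; some compounds past the cut are filed as inactive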
STAT1 inh: STAT1 signaling inhibition. NIH 3T3 STAT1-luciferase reporter, IFN-gamma, luminescence. inhibition, % at 5.5 µM. 200,000 compounds, 0.35% hits. AID 920;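 active = inhibition above a set limit, the mean inhibition across all tested compounds plus 3 SD, cut at about 34% in these data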;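 also: 0% = IFN-gamma with DMSO and 100% = IFN-gamma with 300 µM nifuroxazide; values of inactives mirror those of a sister screen read the other way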
STAT3 act: STAT3 signaling activation. U3A cells, IL-6 STAT3-luciferase reporter, luminescence; 100% = signal with IL-6 EC80 alone. AID 871. 190,000 compounds, 0.91% hits. activation (% of control), % at 5.6 µM;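 active = activation above the screen-wide mean of compound activation plus 3 SD, cut at about 130% in these data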;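 also: 0% = background luminescence of wells with medium and substrate only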
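System – human U3A cells carrying STAT3-luciferase construct · Probe or stimulus – Interleukin-6, 33 ng/mL · Schedule – compound 1 h, then IL-6 6 h at 37 °C · Signal – luminescence from STAT3-driven luciferase reporter · Evaluation – percent of IL-6-only median luminescence · Benchmarks – IL-6-only high control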
STAT3 blocker: inhibitors of IL-6 induced STAT3 signaling; U3A cells, IL-6 STAT3-luciferase reporter, luminescence; host cell line lacks STAT1; inhibition, % at 5.5 µM; 190,000 compounds, 0.89% hits; AID 862;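 active = inhibition above the mean inhibition across all screened compounds plus 3 SD, cut at about 44% in these data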;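 also: 0% = DMSO only wells and 100% = 100 µM nifuroxazide control wells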
ROMK mod: modulates human ROMK potassium channel activity | P48048 | Tet-inducible ROMK, thallium flux fluorescence; actives lie on both sides | B-score at 10 µM | 130,000 compounds, 2% hits | AID 1918;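 active = signal ratio slope over the read window, or its plate-corrected B-score, at least 3 SD from the plate mean, either direction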;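 also: B-score of the F/F0 ratio slope over 7 to 12 s after thallium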
Target sequence (P48048 whole entry, looked up): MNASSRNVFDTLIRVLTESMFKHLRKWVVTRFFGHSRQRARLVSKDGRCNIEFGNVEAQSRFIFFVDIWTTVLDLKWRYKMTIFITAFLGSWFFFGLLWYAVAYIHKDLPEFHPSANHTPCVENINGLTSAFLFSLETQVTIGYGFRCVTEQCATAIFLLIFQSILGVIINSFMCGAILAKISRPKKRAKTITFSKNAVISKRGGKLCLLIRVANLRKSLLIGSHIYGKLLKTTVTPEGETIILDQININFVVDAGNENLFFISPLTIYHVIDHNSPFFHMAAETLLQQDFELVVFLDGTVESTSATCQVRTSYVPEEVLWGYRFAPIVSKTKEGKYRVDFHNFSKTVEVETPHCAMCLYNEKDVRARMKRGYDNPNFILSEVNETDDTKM
PPARg SRC1 recr: agonists of human PPARgamma SRC-1 coactivator recruitment; PPARgamma-SRC-1 coactivator recruitment biochemical assay; activation, % at 8 µM; 200,000 compounds, 0.41% hits; in the data active = activation above about 19%;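 also: 0% = DMSO and 100% = reference agonist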
RAM inhibit: inhibitors of the yeast RAM network | S. cerevisiae dse1pr::URA3 reporter, 5-FOA growth OD615, 2 d; analog-sensitive cbk1-as2 kinase mutant strain | inhibition, % at 50 µM | 190,000 compounds, 1.8% hits | AID 868;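 active = inhibition above a set limit, 3 SD over mean compound inhibition, cut at about 8.4% in these data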;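 also: 0% = DMSO-only wells with no growth and 100% = 10 µM 1-NA-PP1 full growth; inhibition rescues growth on 5-FOA so higher OD means more RAM inhibition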
TLR4-MyD88 BLA: TLR4-MyD88 interaction inhibition in cells | AID 861 | HeLa CL3-4 TLR4/MyD88 BLA complementation, FRET ratio | inhibition, % at 8.4 µM | 200,000 compounds, 0.18% hits; in the data active = inhibition above about 25%;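 also: 0% = vehicle and 100% = reference inhibitor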
PPARg SRC-2 ag: promotes SRC-2 coactivator recruitment by human PPARgamma; AID 1032; activation, % at 8 µM; 200,000 compounds, 0.34% hits; PPARgamma LBD-SRC-2 recruitment, biochemical; in the data active = activation above about 22%;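 also: 0% = vehicle and 100% = reference agonist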
* = called active by the depositor; x = no result given. Rows are unselected; any-hit rate near 5.6%.

SMILES	PPARg SRC3 recr	TR-FRET SRC-2 ct	S1P3 antagonist	STAT1 inh	STAT3 act	STAT3 blocker	ROMK mod	PPARg SRC1 recr	RAM inhibit	TLR4-MyD88 BLA	PPARg SRC-2 ag
Cc1c(NC(=O)Cc2cccs2)cccc1[N+](=O)[O-]	2	1654	-11	4	96	9	-0.25	-7	2.2	11	-2
Cc1cccc(C)c1OCC(=O)N/N=C/C=C/c1ccco1	5	1545	-12	-10	98	12	-1.1	5	2.0	-5	-5
CCOC(=O)c1c(NC(=O)c2ccc(Br)o2)sc(C)c1CC	-2	1338	-43	0	96	11	-0.53	-2	7.8	-1	3
O=C(NCCCN1CCOCC1)c1c(F)cccc1F	8	1470	6	0	94	10	x	-3	4.3	9	9
CC(C)C(=O)NC(=S)Nc1ccccc1N1CCN(C(=O)c2ccccc2)CC1	3	1596	10	-2	96	8	-0.014	-5	4.3	-17	5
Cc1cc(N/N=C/c2ccccc2O)nc(-c2ccccc2O)n1	1	1398	0	6	106	-10	0.028	11	1.8	-16	1
C/C(N)=C(/C#N)C(=O)CSc1nnc(Nc2c(C)cccc2C)s1	1	1674	-25	3	100	4	-2.4	-6	2.6	3	-2
COc1ccc(C(=O)Nc2ccccn2)cc1	10	1567	x	2	101	2	x	6	1.8	-8	-3
CCn1c(C)nc2cc(-c3nc4n(n3)Cc3ccccc3-4)ccc21	4	1370	18	96*	7	115*	x	-2	2.0	-6	3
CSc1ccc(Cl)c(C(=O)OCC(=O)N2CC(C)OC(C)C2)c1 (stereo unspecified)	4	1546	10	0	100	2	-0.37	6	2.1	3	2
COc1ccccc1C(=O)Oc1ccc2c(c1)O/C(=C\c1ccncc1)C2=O	-3	1557	-6	9	89	9	x	3	0.8	12	8
O=C(Nc1cc(F)cc(F)c1)c1ccc(NCCc2ccccc2)c([N+](=O)[O-])c1	2	1594	1	-6	103	-3	-0.52	-5	3.8	5	2
Cc1ccc(N(CC(=O)NN=C2CCN(C)CC2)S(=O)(=O)c2ccccc2)c(C)c1	1	1519	-5	2	96	2	-0.52	-3	1.4	-11	-3
CCOC(=O)c1[nH]c2c(c1-c1ccc(OC)cc1)C(=O)CC(c1ccc(OC)c(OC)c1)C2 (stereo unspecified)	2	1442	-6	1	93	8	-0.089	-1	1.2	4	9
Cc1nc2c(ccc3nc(NC(=O)c4ccc(S(=O)(=O)N(C)C)cc4)sc32)s1	2	1701	48	-5	82	23	x	10	7.7	-11	4
COC(=O)c1ccc2nc(NC(=O)C(C)C)sc2c1	8	1716	-6	-37	75	32	-0.05	6	3.7	-11	7
COCCCn1c(SCC(=O)Nc2ccc(C)cc2)nc2ccccc2c1=O	-2	1421	-14	-5	93	11	0.23	-3	1.7	0	-4
CCCNC(=O)NC(=O)COc1c(F)c(F)cc(F)c1F	12	1428	x	-1	94	12	x	10	0.8	2	3
O=C(Cc1ccc(Br)cc1)Nc1ccc(Cl)cc1	3	1524	14	-10	95	11	x	3	3.4	-24	-2
COc1ccccc1C(=O)Nc1ccc(S(=O)(=O)N2CCc3ccccc32)cc1	10	1362	x	-6	87	15	-0.3	2	2.3	-6	-7
Cn1c(=O)[nH]c(=O)c2c1nc(N1CCCC1)n2CCCSc1nnnn1-c1ccccc1	8	1767	-9	11	88	14	0.32	6	3.9	-1	7
CN(C)c1ccc(/C=C/C(=O)c2ccccc2O)cc1	10	1702	1	-16	86	21	1.3	8	4.2	14	2
CCCCOC(=O)CSc1nnc(-c2cc(OC)c(OC)c(OC)c2)o1	6	1533	-10	-4	104	0	x	2	0.1	26*	6
Cc1ccc(N(Cc2ccc([N+](=O)[O-])cc2)C(=O)c2ccco2)cc1C	2	1645	-3	3	108	-9	-0.64	-4	4.0	-11	9
CN(CC(=O)Nc1cccnc1)S(=O)(=O)c1ccccc1	2	1516	x	5	96	2	0.38	2	0.9	7	-2

Overlap with the part before: two entries, followed by the next part.
SMILES	PPARg SRC3 recr	TR-FRET SRC-2 ct	S1P3 antagonist	STAT1 inh	STAT3 act	STAT3 blocker	ROMK mod	PPARg SRC1 recr	RAM inhibit	TLR4-MyD88 BLA	PPARg SRC-2 ag
Cc1ccc(N(Cc2ccc([N+](=O)[O-])cc2)C(=O)c2ccco2)cc1C	2	1645	-3	3	108	-9	-0.64	-4	4.0	-11	9
CN(CC(=O)Nc1cccnc1)S(=O)(=O)c1ccccc1	2	1516	x	5	96	2	0.38	2	0.9	7	-2
O=C(CCC(=O)OCC(F)(F)C(F)F)NCc1ccccc1	5	1450	-13	5	103	2	x	-5	-0.4	-6	-5
CC(=O)c1sc(NC(=O)C=C(C)C)nc1C	-4	1507	-7	-6	96	7	x	-2	0.1	-9	-6
O=C(CC1SC(N2CCCCC2)=NC1=O)Nc1cccc(C(=O)O)c1 (stereo unspecified)	5	1631	-14	3	99	5	x	11	1.2	-4	6
O=C(CSC1=NCCS1)Nc1cccc2ccccc12	2	1463	x	6	98	10	-1.7	3	2.9	-7	16
CCOC(=O)C(C#N)C(Cc1ccccc1)c1ccco1 (stereo unspecified)	-4	1360	x	7	112	-9	-0.88	1	2.9	10	0
COc1cc(-c2noc(CCC(=O)Nc3cccnc3)n2)cc(OC)c1OC	9	1468	-4	0	96	7	x	-2	1.1	-1	-4
O=C(C1CCCO1)N1CCN(C(=S)Nc2ccc(F)cc2)CC1 (stereo unspecified)	-1	1514	-2	2	100	-2	0.029	-4	0.7	-3	-13
CN(C)c1ccc(C(=O)N2CCCC2)cc1	2	1519	-10	-11	98	2	0.61	-2	0.8	11	1
CCCOC(=O)c1ccc(NS(=O)(=O)c2cccs2)cc1	-2	1609	-3	-3	98	8	x	3	1.6	3	2
O=C(CSc1nnc(-c2ccccn2)n1-c1ccccc1)Nc1ccc2c(c1)OCO2	-6	1506	-8	4	100	5	x	-3	2.9	-7	6
CCN1C(c2ccccc2)=C(c2ccccc2)S/C1=C/C=C1\SC(=S)N(C)C1=O	-11	1456	x	-6	101	1	-0.41	2	6.5	-3	4
O=C(CCN1C(=O)C2C3C=CC(C3)C2C1=O)N1CCN(c2ccccc2F)CC1 (stereo unspecified)	0	1429	-14	8	94	13	x	4	1.1	4	0
CCOc1ccc(-c2nc(-c3cccs3)c(CC(=O)O)s2)cc1OC	7	1818	-8	-13	99	1	0.29	6	3.9	5	16
CC(=O)c1cn(CC(=O)Nc2ccc(C)c(C)c2)c2ccccc12	0	1453	0	25	46	67*	-0.44	-3	4.6	7	-1
CCOC(=O)c1nnn(-c2nonc2N)c1-c1ccc(C)cc1	4	1548	x	0	111	-8	x	-6	0.0	-3	11
CCN(Cc1cc2cc(OC)ccc2[nH]c1=O)C(=O)Cc1ccc(OC)cc1	1	1474	-1	10	104	-1	0.64	1	0.4	11	-1
CCOC(=O)NC(=O)/C(C#N)=N\Nc1cccc(OC)c1	1	1491	-11	-4	102	7	0.18	1	-0.5	-2	-1
CCC(C(=O)Nc1ccc(C)cc1)c1ccccc1 (stereo unspecified)	4	1507	27	10	95	17	-0.012	5	-0.6	-5	12
[O-]/C(=C(\C(=S)Nc1cccc2ccccc12)[n+]1ccccc1)c1cccs1	2	1558	-10	-1	143*	-34	0.013	-1	3.5	0	-1
CNC(=S)N/N=C(\C)c1ccc(-n2ccnc2)cc1	0	1486	x	-4	86	19	x	0	0.0	-6	6
O=C(Cn1c(=O)oc2cc(S(=O)(=O)N3CCCC3)ccc21)NCc1ccc(F)cc1	6	1569	x	-3	105	-1	x	4	1.9	2	8
Cc1cccc(Cn2ccc(NC(=O)c3cccnc3)n2)c1	1	1567	-3	-2	104	1	1.7	4	-1.2	-3	-6
O=C(Nc1ccc(S(=O)(=O)N2CCCC2)cc1)c1cnccn1	0	1459	10	10	99	4	-0.19	1	1.0	1	-3
Clc1ncnc2scc(-c3ccccc3)c12	2	1809	x	16	104	0	x	1	-0.2	4	6
COc1ccc(C2C=C(Nc3ccccc3)C(=O)N2c2ccccc2)cc1OC (stereo unspecified)	2	1502	-1	-15	109	-7	-0.68	-5	-0.2	0	2
Carrying on.
SMILES	PPARg SRC3 recr	TR-FRET SRC-2 ct	S1P3 antagonist	STAT1 inh	STAT3 act	STAT3 blocker	ROMK mod	PPARg SRC1 recr	RAM inhibit	TLR4-MyD88 BLA	PPARg SRC-2 ag
CCOc1cccc2cc(C(=O)N3CCN(C/C=C/c4ccccc4)CC3)c(=O)oc12	6	1636	22	2	96	8	x	5	0.1	-4	-2
O=C(COc1ccc(S(=O)(=O)N2CCOCC2)cc1)N1CCCCCC1	3	1624	12	1	97	8	0.27	13	1.9	-21	2
Cc1oc(-c2ccc3c(c2)OCCO3)cc1C(=O)O	4	1539	0	9	50	64*	x	1	-0.1	-7	-2
O=C1c2cccc3c([N+](=O)[O-])ccc(c23)C(=O)N1CC1CCCO1 (stereo unspecified)	3	1543	17	10	103	4	-2.6*	8	0.1	84*	11
N#CN=C1SCCS1	4	1720	x	-3	104	3	1.2	5	2.0	-2	-2
CC12CCC(=O)N1c1ccccc1C(=O)N2c1ccccc1 (stereo unspecified)	7	1681	-39	-2	100	3	0.11	5	0.4	5	8
Clc1cc2cccnc2c2ccccc12	3	1607	-26	8	96	6	1.4	4	1.9	-3	7
COCCSc1ccccc1C(=O)N1CCc2ccccc2C1	-2	1353	2	-7	100	5	-0.18	5	3.6	12	0
CC(C)c1nc(N2CCN(C(=O)c3ccco3)CC2)c2c3c(sc2n1)CCCC3	0	1570	10	11	92	14	x	4	0.8	-8	6
CCOc1ccc(CCNC(=O)CSc2nn(-c3ccc(C)c(Cl)c3)c(=S)s2)cc1OCC	1	1407	-12	-1	104	-6	0.73	30*	6.3	-13	3
Cc1cc2cc(C=C(C#N)C#N)c(Cl)nc2cc1C	-1	1461	2	-24	97	2	-0.39	0	0.4	9	3
CCCCNC(NCCCC)=C(S(=O)(=O)CC)S(=O)(=O)CC	-4	1570	-5	10	102	0	x	1	-0.1	3	0
COc1ccc(CCNC(=O)C2CCN(S(=O)(=O)c3ccc(-n4cnnn4)cc3)CC2)cc1OC	-3	1416	x	-2	107	-2	-0.064	2	2.7	3	4
CNS(=O)(=O)c1cccc(C(=O)OCc2csc(-c3ccccc3)n2)c1	4	1493	1	-14	96	13	1	0	16*	0	-1
CCOC(=O)Cn1nc(-c2ccc(Cl)cc2)cc1N	8	1559	x	-16	100	4	x	3	0.3	-1	2
OCCC1CN(Cc2cccnc2)CCN1CCc1ccccc1 (stereo unspecified)	-3	1587	-5	-2	106	5	-0.1	8	1.5	-1	-4
CCOC(=O)c1ccc(NC(=O)c2cc(=O)[nH]c3ccccc23)cc1	3	1510	0	-4	88	16	0.67	-7	5.8	0	-7
CCN(C(=O)COC(=O)C1CCN(S(=O)(=O)c2cccs2)CC1)c1ccccc1	-2	1641	-11	-6	100	0	-0.88	-3	-1.0	-3	-12

Bioassay records from PubChem BioAssay.
